Assay outcomes as filed in PubChem BioAssay.
EP2 modulator: modulates human prostaglandin E2 receptor EP2 signaling | induction, % at 25 µM | 260,000 compounds, 0.83% hits | P43116 | EP2-expressing cells, cAMP HTRF FRET, PGE2 co-stimulation;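 active = compounds whose cAMP rise, as percent of the full-agonist control response, exceeds 60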;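 also: rat C6 glioma line stably carrying human EP2 under a CMV promoter; the protocol text gives 20 µM as final concentration; 100% = response of wells given 1 µM PGE2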
Target sequence (P43116 whole entry, looked up): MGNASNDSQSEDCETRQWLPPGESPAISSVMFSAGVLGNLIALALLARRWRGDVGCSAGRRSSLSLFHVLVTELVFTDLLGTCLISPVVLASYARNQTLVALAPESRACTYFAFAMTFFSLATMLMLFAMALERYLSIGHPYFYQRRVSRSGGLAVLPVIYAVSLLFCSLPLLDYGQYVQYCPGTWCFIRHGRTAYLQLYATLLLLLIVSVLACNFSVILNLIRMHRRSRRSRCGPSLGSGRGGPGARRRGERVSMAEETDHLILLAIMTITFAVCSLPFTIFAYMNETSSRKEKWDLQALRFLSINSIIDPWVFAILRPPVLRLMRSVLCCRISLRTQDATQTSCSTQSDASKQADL
NPY Y1 blocker: NPY-Y1 (human) receptor antagonism. P25929. HEK293-CNG Y1 cells, membrane potential fluorescence; NPY at EC95, then isoproterenol. inhibition, % at 3.6 µM. 200,000 compounds, 1% hits. AID 1040;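 active = inhibition above the campaign mean inhibition of all tested compounds plus 3 SD, cut at about 20% in these data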;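 also: 0% = DMSO wells given NPY plus isoproterenol and 100% = isoproterenol alone without NPY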
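Assay system: HEK293 cells with Y1 receptor plus CNG channel | Probe or stimulus: NPY (25 nM), isoproterenol (1 µM), Ro 20-1724 (25 µM) | Timing: Compound incubation 1 h at room temperature, readout 45 min post-stimulation | Measured by: Membrane-potential fluorescent dye readout | Benchmarks: High control isoproterenol alone, low control NPY with isoproterenol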
NPY2 pot ag: potentiators or agonists of human neuropeptide Y receptor Y2 | P49146 | cells expressing NPY-Y2, potentiator/agonist read-out | activation, % at 3.6 µM | 220,000 compounds, 0.45% hits | AID 1359; in the data active = activation above about 27%;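 also: cells stimulated with NPY near EC25 plus isoproterenol at EC100; 0% = vehicle plus submaximal agonist and 100% = vehicle plus saturating agonist; some results beyond the cut were filed as inactive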
Target sequence (P49146 whole entry, looked up): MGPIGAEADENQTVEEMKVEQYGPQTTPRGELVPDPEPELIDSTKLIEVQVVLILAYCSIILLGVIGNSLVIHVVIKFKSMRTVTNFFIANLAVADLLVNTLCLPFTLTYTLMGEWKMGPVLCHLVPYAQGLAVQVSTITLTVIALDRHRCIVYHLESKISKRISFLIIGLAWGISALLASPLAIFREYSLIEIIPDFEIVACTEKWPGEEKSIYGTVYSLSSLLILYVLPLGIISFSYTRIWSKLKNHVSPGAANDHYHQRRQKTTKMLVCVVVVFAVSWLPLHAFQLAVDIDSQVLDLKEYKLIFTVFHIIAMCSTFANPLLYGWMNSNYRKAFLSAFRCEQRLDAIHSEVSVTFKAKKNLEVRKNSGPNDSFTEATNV
CHOP inh: blocks CHOP induction under ER stress | CHO-K1 CHOP-promoter luciferase, tunicamycin-induced, 15-18 h | inhibition, % at 10 µM | 220,000 compounds, 3.8% hits;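 active = compounds that reduced the stress-induced luciferase reporter signal by more than about 70% of percent inhibition, limit read from the data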;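 also: 0% = tunicamycin plus vehicle and 100% = wells without tunicamycin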
NPY1 pot ag: potentiators or agonists of human neuropeptide Y receptor Y1; NPY-Y1 expressing cells, potentiator/agonist activation; activation, % at 3.6 µM; 220,000 compounds, 0.37% hits; AID 1304; in the data active = activation above about 33%, passing the limit was not always enough;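 also: cells stimulated with NPY at EC10 then isoproterenol at EC100; 0% = low agonist plus stimulus and 100% = saturating agonist plus stimulus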
TRPN1 ag: activates the zebrafish TRPN1 channel; HEK293 zebrafish TRPN1-YFP, Fluo-8 calcium fluorescence; 100% = response to 87 µM carbachol; activation, % at 3 µM; 220,000 compounds, 0.18% hits;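 active = activation above its plate's cutoff, the mean activation of test wells on that plate plus 3 SD, cut at about 19% in these data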;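 also: 0% = DMSO alone and 100% = 87 µM carbachol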
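Assay system: Zebrafish TRPN1-YFP in HEK293 cells | Incubation: Dye loading 1 h at 37 °C, then 30 min room temperature | Measured by: Kinetic Fluo-8 fluorescence, ex 470-495, em 515-575 nm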
S1P4 agonist: agonists of human S1P4 receptor; 220,000 compounds, 0.35% hits; O95977; activation, % at 4.98 µM; AID 1509; S1P4-expressing cell line, agonist reporter assay; in the data active = activation above about 11%;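 also: 0% = DMSO vehicle and 100% = reference agonist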
S1P4 antagonist: human S1P4 receptor antagonism | S1P4-expressing cells, antagonist mode, reporter read-out | 220,000 compounds, 0.26% hits | inhibition, % at 4.98 µM; in the data active = inhibition above about 29%;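 also: 0% = wells stimulated with agonist and 100% = vehicle wells without agonist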
TRPML3 ag: activates the human TRPML3 channel | activation, % at 3 µM | 220,000 compounds, 0.29% hits | HEK293 TRPML3-YFP, Fluo-8 calcium fluorescence; 100% = the carbachol control signal;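 active = activation above its plate's cutoff, the mean activation of the plate's test wells plus 3 SD, cut at about 12% in these data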;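 also: 0% = DMSO only wells and 100% = carbachol wells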
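Test system: HEK293 cells stably carrying human TRPML3-YFP; Doses: single dose, 3 µM final nominal compound, 0.3% DMSO final; Schedule: dye loading 1 h 37 °C then 30 min ambient, 125 s read; Technique: Fluo-8 calcium fluorescence; Benchmarks: high control carbachol 87 µM, low control DMSO.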
Starred values were filed as active, the others as inactive; x = not tested or not shown.

SMILES	EP2 modulator	NPY Y1 blocker	NPY2 pot ag	CHOP inh	NPY1 pot ag	TRPN1 ag	S1P4 agonist	S1P4 antagonist	TRPML3 ag
O=c1c2ccccc2nc(SCCN2CCOCC2)n1CCc1ccccc1	29	7	-15	-16	-16	0.1	1.2	-11	-1.0
COCCNc1ncnc2c1cnn2Cc1ccc(Cl)cc1	-5	-2	3	13	-12	1.7	0.7	-8	0.5
CN(CCNC(=O)C1CCN(S(=O)(=O)N2CCOCC2)CC1)CCc1ccccc1	-6	-2	3	3	14	-0.1	0.8	-31	0.3
CSc1ccc(CN(C)C(C)C(=O)NCc2ccccc2)cc1 (stereo not drawn)	-27	8	-8	-9	-6	-2.2	-1.1	-6	0.4
CCn1c(CNC(=O)c2ccccc2F)nnc1SCCOc1ccccc1	-39	0	4	0	15	1.6	1.7	1	0.8
O=C(Nc1nc2cc3c(cc2s1)OCO3)C1=COCCO1	15	-6	7	67	5	0.6	-1.6	-11	0.7
O=c1nc(-c2ccccc2)nc(-c2ccccc2)[nH]1	0	x	-11	8	-3	0.8	0.1	-9	1.0
O=C(CSCc1ccc(Cl)cc1)N1CCOCC1	3	2	0	-18	8	1.2	1.9	-6	1.1
O=C(NCc1ccccc1)c1cccc(Br)n1	7	4	9	11	2	0.0	1.8	1	0.3
COc1ccc(C2=[N+](C)CCn3cccc32)c(OC)c1	-8	0	12	2	6	0.0	-1.7	-29	-0.1
CC(C)N1C(=O)CCC1C(=O)NCc1ccco1 (stereo not drawn)	-10	3	0	21	16	0.9	0.9	0	0.3
COC(=O)C1CSC(c2ccc(Cl)cc2)N1C(=O)c1ccccc1 (stereo not drawn)	50	3	-4	0	17	-2.0	-1.5	3	0.0
CC(C)CC(=O)NCCNC(=O)c1cc(OCC(F)(F)F)ccc1OCC(F)(F)F	25	4	6	37	0	-1.1	1.3	-8	0.4
CC(C)NC(=O)NC(=O)CSc1nnc(COc2ccccc2Cl)o1	4	14	-12	48	-12	0.5	0.3	-11	0.2
Cc1cc(N=Cc2cc(Cl)ccc2O)no1	27	-5	-9	25	-4	1.2	1.3	-4	0.6
O=C(NCCn1cc(SCc2ccccc2F)c2ccccc21)c1c(F)cccc1F	-6	9	-6	7	-6	0.4	3.0	-3	1.2
O=C(CCN1C(=O)c2ccccc2C1=O)NCCN1CCOCC1	0	4	-1	13	14	0.6	-0.1	-6	0.6
CCn1cc(CN(C)C(=O)/C=C/c2ccc([N+](=O)[O-])cc2)c(C)n1	3	-2	-8	96*	0	0.6	0.2	-25	0.9
COCC(=O)NC1CCN(CC(=O)Nc2ccccc2[N+](=O)[O-])CC1	12	-5	-18	17	5	1.2	-1.2	-2	-0.4
COc1cc(C2C3=C(CCCC3=O)Nc3[nH]n(-c4ccccc4)c(=O)c32)ccc1OC(C)=O (stereo not drawn)	4	4	-1	24	10	0.5	-0.2	-9	-0.1
COc1ccccc1C(=O)Nc1ccc(S(=O)(=O)N2CCCC2)cc1	-1	-3	-6	47	-9	-0.3	0.6	17	0.2
O=C(COC(=O)[C@H](Cc1ccccc1)NC(=O)c1ccco1)NC(c1ccccc1)c1ccccc1	62*	8	-5	49	-29	-1.8	-0.6	3	0.0
Cc1ccccc1NC(=O)C12CC3CCC1(C)C3(C)CO2 (stereo not drawn)	-37	9	-1	8	-5	-0.5	2.2	-12	-1.1
CCCCCC(C)NC(=S)NC(=O)c1cc(S(=O)(=O)N2CCOCC2)ccc1C (stereo not drawn)	13	0	2	25	-6	-0.2	3.5	-16	-0.8
CC(=O)OCc1cc(-c2nc3ccccc3[nH]c2=O)nn1-c1ccc(Cl)cc1	-3	x	-4	-1	-11	1.6	1.5	0	1.1
OC1CCCN(CC(O)COC(c2ccccc2)c2ccccc2)C1 (stereo not drawn)	16	x	3	1	9	1.1	0.5	-3	0.5
Cc1ccc(Nc2nc(C)c3c(n2)CC(C)CC3=O)c(C)c1 (stereo not drawn)	12	x	-26	23	-10	-3.5	0.5	-7	-1.5
C/C(=N\NC(=O)c1ccccc1O)c1cccs1	9	0	5	34	6	0.5	0.1	-23	1.2
CCOC(=O)N1CCC(N2Cc3cccc(C(=O)NCc4ccc(C)cc4)c3C2=O)CC1	4	-3	-6	58	-12	1.2	1.6	-10	0.3
COC(=O)c1ccc2nc(NC(=O)C(C)(C)C)sc2c1	-50	-5	7	10	7	0.0	-3.6	7	-0.8
CCC(=O)N(Cc1cc2cc(C)c(C)cc2[nH]c1=O)C1CCCCC1	-6	0	10	43	15	6.2	0.5	-9	2.3
COc1ccc(C2C(C(=O)O)CC(=O)N2C2CCCCC2)cc1 (stereo not drawn)	24	7	-7	14	-2	0.6	0.4	4	0.9
Cc1ccc2[nH]c(-c3ccccc3)c(CN(C)C)c(=O)c2c1	20	0	-5	7	2	-0.6	-0.1	-7	0.0
COc1ccc(Cn2c(=O)c3[nH]cnc3n(-c3ccccc3C)c2=O)cc1	8	x	-18	26	-15	2.2	-0.8	-7	0.9
COc1ccc(N2CCN(C(=O)CCCn3c(=O)[nH]c4ccsc4c3=O)CC2)cc1	-22	8	-2	27	9	1.1	-2.1	-18	0.4
CCS(=O)(=O)Nc1ccc(C2=NN(C(=O)c3ccco3)C(c3cccc(F)c3)C2)cc1 (stereo not drawn)	-41	-6	35*	11	35	2.0	-0.9	-6	-1.5
CCC1=C/C(=C/N(C)c2ccccc2)C(=O)S1	-12	1	4	10	-1	0.4	0.2	2	0.5
COc1ccc(N2CCN(CC(=O)Nc3ccccc3SC)CC2)cc1	-8	-1	-18	14	-21	1.0	-0.4	-5	0.5
COc1cc(/C=N/NC(=O)CCn2cnc(-c3ccccc3)c2-c2ccccc2)ccc1O	-2	4	-19	2	-53	2.6	-0.1	0	-0.6
CC1=C(C(N)=O)C(c2cccc(O)c2)n2nc(CCCO)nc2N1 (stereo not drawn)	16	0	-20	5	4	1.0	1.1	4	0.8
COc1ccccc1C(=O)NN1C(=O)C2C3C=CC(O3)C2C1=O (stereo not drawn)	-9	2	5	8	-2	1.6	0.6	6	1.4
O=C(Nc1nc2c(ccc3ccccc32)s1)c1ccco1	-18	2	10	50	0	-1.6	-0.6	-8	-0.1
CCN(CC)c1ccc(C(=S)NCc2ccccc2)cc1	-66	2	5	8	7	1.1	4.0	-6	0.4
CCOc1cc2c(Cl)ncnc2c(OCC)c1OCC	14	x	-9	23	-9	-0.6	-1.4	-10	0.1
O=C(CCCC(=O)N(CC(=O)NC1CCCC1)Cc1ccc2c(c1)OCO2)Nc1ccccn1	27	5	-18	45	-12	0.4	-0.7	-7	0.4
CCCN(CCC)S(=O)(=O)c1ccc(C(=O)Nc2nc3c(s2)CCc2ccccc2-3)cc1	27	-1	3	78*	1	0.3	29*	-14	0.8
CCN(CC)S(=O)(=O)c1ccc2nc(NC(=O)c3cccs3)sc2c1	-5	0	4	41	0	3.2	1.2	-17	2.8
Cc1cc(N2CCN(S(=O)(=O)c3ccc4ccccc4c3)CC2)n2ncnc2n1	-12	0	-12	22	10	2.0	1.2	0	2.0
COc1cc(NS(=O)(=O)c2ccc(NC(=O)NC3CCCCC3)cc2)nc(OC)n1	-5	1	17	35	8	0.0	0.7	-3	0.0
CN(CC(=O)N1CCN(c2ccccc2)CC1)S(=O)(=O)c1cnc[nH]1	-7	8	19	-1	11	1.4	1.6	-9	0.1

Additional entries follow:
SMILES	EP2 modulator	NPY Y1 blocker	NPY2 pot ag	CHOP inh	NPY1 pot ag	TRPN1 ag	S1P4 agonist	S1P4 antagonist	TRPML3 ag
CCOC(=O)C1(CCc2ccccc2)CCN(C(=O)[C@@H]2C[C@@H](C)NC(=S)N2)CC1	29	-4	-2	19	7	0.7	-1.3	-11	1.1
CC1CC(C)CN(C(=O)Cn2c(=O)n(CCCCC(=O)NCc3ccco3)c(=O)c3ccccc32)C1 (stereo not drawn)	18	1	5	34	-8	-0.1	-1.4	-8	0.7
CC12CN3CCN(CC(C3)/C1=N\N=C1/C3CN4CCN(C3)CC1(C)C4)C2	17	5	0	-11	0	-0.6	-0.4	1	0.7
CC(=O)NNC(=O)c1csc(-c2csc(C)n2)n1	9	x	-6	10	4	0.9	-0.7	8	1.1
Cc1cccc(N2CCN(S(=O)(=O)c3ccc4c(c3)CCN4C(=O)CCC(=O)O)CC2)c1C	-11	1	3	36	-6	1.6	2.4	-16	0.4
COCC(C)Nc1nc(C)c(C(C)=O)s1 (stereo not drawn)	19	5	8	8	9	-0.3	1.2	-2	0.9
COc1ccc(CCN2C(=O)CS/C2=N\NC(=O)c2cccs2)cc1OC	16	1	12	4	-5	-0.4	0.2	-5	0.5
Cc1nc(SCc2ccc(F)cc2)c([N+](=O)[O-])[nH]1	20	4	-3	3	-4	0.0	1.5	-17	0.2
O=C(N/N=C/c1cccnc1)c1cc(-c2ccccc2OCc2ccccc2)n[nH]1	-2	x	-23	5	29	-2.2	-3.0	11	-1.2
O=C(CCn1c(=O)[nH]c2ccsc2c1=O)Nc1ccc(F)c(F)c1	0	-1	-1	-4	-10	-0.2	0.0	-12	-0.3

Whole records from above:
COc1ccc(CCN2C(=O)CS/C2=N\NC(=O)c2cccs2)cc1OC across the screens: EP2 modulator: 16; NPY Y1 blocker: 1; NPY2 pot ag: 12; CHOP inh: 4; NPY1 pot ag: -5; TRPN1 ag: -0.4; S1P4 agonist: 0.2; S1P4 antagonist: -5; TRPML3 ag: 0.5
Cc1nc(SCc2ccc(F)cc2)c([N+](=O)[O-])[nH]1 across the screens: EP2 modulator: 20; NPY Y1 blocker: 4; NPY2 pot ag: -3; CHOP inh: 3; NPY1 pot ag: -4; TRPN1 ag: 0.0; S1P4 agonist: 1.5; S1P4 antagonist: -17; TRPML3 ag: 0.2

Other structures.
SMILES	EP2 modulator	NPY Y1 blocker	NPY2 pot ag	CHOP inh	NPY1 pot ag	TRPN1 ag	S1P4 agonist	S1P4 antagonist	TRPML3 ag
Cc1ccccc1C(=O)Nc1nnc(CC(=O)N/N=C/c2cn(Cc3ccccc3)c3ccccc23)s1	-20	x	11	30	3	1.1	0.5	-9	-0.3
CCn1cc([N+](=O)[O-])c(C(=O)N2N=C(c3ccc(OC)cc3OC)CC2c2ccccc2O)n1 (stereo not drawn)	52	-1	6	26	4	-3.4	4.7	-1	-0.6
Cc1cc(NC(=O)Nc2cccc([N+](=O)[O-])c2)no1	-33	-1	2	6	-1	1.5	4.0	1	2.1
CCc1ccc(NC(=O)CNS(=O)(=O)c2c(C)noc2C)cc1	2	-1	19	-26	10	-0.7	0.6	2	-0.1
Cc1ccccc1-n1cnnc1SCC(=O)Nc1cccnc1Cl	-12	4	-4	15	0	2.8	1.4	-5	0.1
